Screens from PubChem BioAssay.
FBW7 activator: activators of human E3 ligase FBW7; actives 0.13% (n = 650,000); normalized activity (activation), % at 26.1 µM; Q969H0; AlphaScreen FBW7–phospho-cyclin E peptide binding, activator screen; in the data active means normalized activity above about 1.9%;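 further: purified mutant Fbw7 with reduced substrate affinity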
MITF primary: inhibitors of human MITF. O75030. AlphaScreen MITF homodimerization, bead proximity signal. inhibition, % at 2.6 µM. actives 0.91% (n = 650,000); in the data active means inhibition above about 50%;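 further: 0% = vehicle wells with protein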
Target sequence (O75030 whole entry, looked up): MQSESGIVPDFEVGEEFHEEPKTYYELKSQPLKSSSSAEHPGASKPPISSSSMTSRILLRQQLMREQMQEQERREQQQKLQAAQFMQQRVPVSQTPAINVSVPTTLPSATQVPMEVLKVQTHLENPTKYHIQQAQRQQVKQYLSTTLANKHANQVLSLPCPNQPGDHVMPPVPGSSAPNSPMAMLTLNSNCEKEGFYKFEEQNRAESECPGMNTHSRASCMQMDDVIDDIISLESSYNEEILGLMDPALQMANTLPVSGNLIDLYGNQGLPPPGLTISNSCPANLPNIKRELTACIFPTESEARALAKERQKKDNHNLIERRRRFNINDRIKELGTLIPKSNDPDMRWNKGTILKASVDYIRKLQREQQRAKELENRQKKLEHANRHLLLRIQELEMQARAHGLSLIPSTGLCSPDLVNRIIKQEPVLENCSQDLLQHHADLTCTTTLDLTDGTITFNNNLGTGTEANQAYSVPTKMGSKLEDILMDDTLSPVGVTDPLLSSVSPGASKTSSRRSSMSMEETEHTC
TEAD-YAP inh: TEAD-YAP interaction inhibition | HEK-TIYL cells, TEAD-Gal4/YAP UAS-luciferase luminescence | inhibition, % at 9.12 µM | actives 1.4% (n = 640,000); in the data active means inhibition above about 32%;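 further: 0% = median of test compound wells and 100% = reference inhibitor wells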
GPR151 activ: human GPR151 activation. PathHunter beta-arrestin GPR151 cells, luminescence. activation, % at 11.2 µM. AID 1508602. Q8TDV0. actives 1% (n = 650,000); in the data active means activation above about 4.9%;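 further: 0% = median of compound wells and 100% = cells with positive control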
Target sequence (Q8TDV0 whole entry, looked up): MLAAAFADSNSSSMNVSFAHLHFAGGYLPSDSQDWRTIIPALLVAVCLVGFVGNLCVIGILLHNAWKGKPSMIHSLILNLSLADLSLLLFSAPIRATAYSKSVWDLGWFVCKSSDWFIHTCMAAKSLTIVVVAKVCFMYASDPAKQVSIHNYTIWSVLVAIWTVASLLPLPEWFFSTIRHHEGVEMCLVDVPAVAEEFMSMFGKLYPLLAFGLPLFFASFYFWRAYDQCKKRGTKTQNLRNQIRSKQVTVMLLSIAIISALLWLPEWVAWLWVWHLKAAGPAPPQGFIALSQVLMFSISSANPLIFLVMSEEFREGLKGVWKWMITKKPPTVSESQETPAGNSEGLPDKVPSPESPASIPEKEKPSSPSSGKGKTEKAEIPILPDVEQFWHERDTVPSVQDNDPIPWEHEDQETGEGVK
* hit, by the source's call; & = joins results of further samples.

No.	canonical_smiles	FBW7 activator	MITF primary
1	CCc1ccc(CNC(=O)C2CC(=O)N(c3ccc(OC)cc3)C2)cc1 (centres undefined)	0.3	1
2	CN(C)[C@H]1N(C(=O)c2ccc(Br)cc2)N=C2c3ccccc3S(=O)(=O)N21	-0.2	16
3	Cc1nn(C)c(C)c1NC(=O)Cn1nc2c3ccccc3nc(C(C)C)n2c1=O	-0.1	-4
4	COc1ccc(CCNC(=O)c2cncc(-c3cccc(N)c3)c2)cc1	0.0	0
5	CCOC(=O)c1ccc2[nH]cc(C(C)=O)c(=O)c2c1	0.1	-4
6	C/C(=N\NC(=O)c1ccc(O)cc1O)c1ccccn1	-0.1	6
7	Cc1ccc(C2C(=O)N(C3CCC(C)CC3)CC(=O)N2CCc2ccccc2Cl)cc1 (centres undefined)	0.0	-2
8	CCOC(=O)c1c(NC(=O)CC(Cl)Cl)sc2c1CC(C)(C)OC2	0.0	-1
9	CCC(C)(C)C(=O)Nc1cc(C)cc(C)c1	0.1	10
10	Cc1ccc(CNc2nc(C)c(-c3ccn(C)n3)s2)cc1C	-0.1	-4

No.	TEAD-YAP inh	GPR151 activ
1	11	0.5
2	0	0.1
3	-4	0.3
4	4	0.3
5	5	-0.2
6	22	2.6
7	0	-0.2
8	3	-0.5
9	-1	-0.9
10	-1	-0.4

More entries follow.
No.	canonical_smiles	FBW7 activator	MITF primary
11	COc1ccc(NC(=O)C2OC3OC(C)(C)OC3C3OC(C)(C)OC23)cc1Cl (centres undefined)	-0.1	13
12	CCOC(=O)c1c(NC(=O)Cc2ccc(OC)cc2)sc(C(=O)Nc2cccc(OC)c2)c1C	0.1	19
13	CC(C)CCNC(=O)c1cccc(-n2c(=S)[nH]c3cc(Cl)ccc3c2=O)c1	-0.1	4
14	Cc1cc(NC(=O)CSc2nc3c(sc(=S)n3-c3ccccc3C)c(=O)n2-c2ccccc2)no1	-0.1	-5
15	Cc1ccccc1C(NC(=O)C1CCN(C(=O)c2ccoc2)CC1)c1ccccn1 (centres undefined)	0.0	10
16	COc1ccc(NC(=O)c2sc3ncn(CC(=O)N4CCOCC4)c(=O)c3c2C)c(OC)c1	0.1	8
17	Cc1cccn2c(=O)c(/C=C(\C#N)C(=O)N3CCCCC3)c(Oc3ccc(F)cc3)nc12	0.1	-16
18	Cc1ccccc1-c1nnc2n1C(C)(C)Cc1ccccc1-2	0.3	7
19	COc1cc(Cl)c(C)cc1NC(=S)N(Cc1ccc(C(=O)O)cc1)Cc1ccc(OC)c(OC)c1	0.0	-2
20	CC(C)CC(c1nnnn1C(C)(C)C)N1CCN(C)CC1 (centres undefined)	0.2	7

No.	TEAD-YAP inh	GPR151 activ
11	-1	0.8
12	3	0.2
13	2	0.7
14	-2	1.2
15	-5	-0.2
16	5	-1.6
17	11	5.7*
18	9	-1.9
19	6	-1.4
20	-4	-0.5

Additional compounds:
No.	canonical_smiles	FBW7 activator	MITF primary
21	CCC(C)CN1CCC2(CC1)CC2C(=O)Nc1cccc(F)c1 (centres undefined)	0.0	2
22	COc1ccc(C(=O)Cn2c(N(C)C)nc3c2c(=O)n(C)c(=O)n3C)cc1	0.0	7
23	CC1(c2ccc(Cl)cc2)CC(C)(C)N(C(=O)c2cccc(F)c2)c2ccccc21 (centres undefined)	0.1	1
24	CCC(CCC(=O)Nc1ccccn1)C(=O)O (centres undefined)	0.1	-5
25	COc1ccc(/C=C2\N=C(C)OC2=O)cc1OC(C)=O	0.5	12
26	COCC(=O)Nc1c(C)nc2cnc(-c3ccc(OC)cc3)cn12	0.0	24
27	Clc1cccc(N2N=C(c3ccccc3)CC2c2ccccc2)c1 (centres undefined)	0.2	12
28	CCSCCOC(=O)C1=C(C)NC2=C(C(=O)CC(c3ccc(OC)cc3)C2)C1c1ccccc1OC (centres undefined)	0.2	-9
29	COc1ccc2[nH]c3c(=O)n(CCCC(=O)NCc4ccccc4)c(=S)[nH]c3c2c1	1.2	13
30	Cc1cccc(Nc2c([N+](=O)[O-])ccc3nonc23)c1	-0.1	-8

No.	TEAD-YAP inh	GPR151 activ
21	13	1.1
22	2	5.4*
23	-1	0.3
24	-7	-0.7
25	-17	1.8
26	-1	-1.0
27	-25	-0.3
28	6	-1.0
29	-1	0.4
30	3	-1.2

Filtered by structure, the compounds so far containing a thiophene ring, fused or not (3)
No.	canonical_smiles	FBW7 activator	MITF primary
8	CCOC(=O)c1c(NC(=O)CC(Cl)Cl)sc2c1CC(C)(C)OC2	0.0	-1
12	CCOC(=O)c1c(NC(=O)Cc2ccc(OC)cc2)sc(C(=O)Nc2cccc(OC)c2)c1C	0.1	19
16	COc1ccc(NC(=O)c2sc3ncn(CC(=O)N4CCOCC4)c(=O)c3c2C)c(OC)c1	0.1	8

No.	TEAD-YAP inh	GPR151 activ
8	3	-0.5
12	3	0.2
16	5	-1.6

Other results follow.
No.	canonical_smiles	FBW7 activator	MITF primary
31	CC1CCc2nn(CC(=O)NCCCN3CC(C)CC(C)C3)cc2C1 (centres undefined)	0.8	17
32	Cc1ccc(N2C(=O)CSC2=S)c(Br)c1	-0.1	-8
33	Cc1csc(SCC(=O)Nc2sc3c(c2C(N)=O)CCC(C)C3)n1 (centres undefined)	0.0	8
34	CCn1c(C(=O)NCc2ccccc2OC)cc2sccc21	0.1	-6
35	Cc1cc(NC(=O)c2onc(C)c2Cl)no1	0.0	12
36	O=C1CCC(c2ccc(Cl)cc2)=NN1	0.2	15
37	NC(=O)c1c(NC(=O)c2ccc(=O)[nH]c2)sc2c1CCCC2	-0.1	-1
38	O=C(Nc1ccc(Cl)c(Cl)c1)c1ccc2c(c1)C(=O)N(c1ccccc1)C2=O	0.1	10
39	CCCCN(C)c1nnc(NC(=O)Nc2cc(F)ccc2F)s1	0.0	5
40	COc1ccc(C2CC(c3ccc(Cl)cc3)n3nnnc3N2)cc1 (centres undefined)	-0.1	3

No.	TEAD-YAP inh	GPR151 activ
31	-1	0.8
32	9	1.1
33	4	-0.7
34	-7	-0.4
35	5	-0.3
36	-8	-0.2
37	1	-0.5
38	3	-0.2
39	0	-2.2
40	13	1.2

Continued:
No.	canonical_smiles	FBW7 activator	MITF primary
41	COc1cccc2ccc(=O)n(C)c12	0.2	-3
42	CCCn1c2ccccc2c2nnc(SCC(=O)Nc3ncccn3)nc21	0.3	2
43	Fc1ccc(C2CC(c3cccs3)=NN2c2nc(-c3ccccc3)cs2)cc1 (centres undefined)	0.0	6
44	Cc1ccc2oc(=O)c3cc(C(=O)N(CCN(C)C)Cc4ccco4)sc3c2c1	-0.1	-7
45	CCOC(=O)c1cc2c(ccc3oc4c(c32)CCCC4)oc1=O	0.2	5
46	O=C(O)CCC/C=C\C[C@@H]1[C@@H](/C=C/[C@H](O)C2Cc3ccccc3C2)[C@@H](F)C[C@@H]1O	-0.1	9&6
47	Cc1cccc(C(=O)Nc2ccccc2)c1N1CCC2(CC1)OCCO2	0.6	18
48	Cc1cc(NC(=O)CCOc2ccccc2)no1	0.0	-7
49	CCc1csc2ncc(C(=O)NCCCO)c(=O)n12	0.2	12
50	COc1ccc(N2CC(O)=C(c3nc(-c4ccc(F)cc4)cs3)C2=N)cc1	0.5	11

No.	TEAD-YAP inh	GPR151 activ
41	-1	0.7
42	-8	0.6
43	-47	0.8
44	-4	-0.2
45	7	-0.8
46	-2	1.0&0.6
47	-6	0.2
48	-18	1.0
49	11	3.5
50	0	-0.8

Next structures:
No.	canonical_smiles	FBW7 activator	MITF primary
51	CN(Cc1ccccc1)C(=O)c1ccc(N2CC3CC(C2)c2cccc(=O)n2C3)c(NC(=O)/C=C/c2ccccc2)c1 (centres undefined)	-0.1	-6
52	Cc1cnc(NC(=O)CSc2nnc3c(n2)[nH]c2ccccc23)s1	0.1	20
53	CCCOc1ccc(/C(O)=C2/C(=O)C(=O)N(Cc3cccnc3)C2c2ccc(C(C)C)cc2)c(C)c1 (centres undefined)	0.3	17
54	CC1(c2cc(C(F)(F)F)n3nc(C(=O)O)cc3n2)CC1	0.2	4
55	COc1ccc(C(=O)NNC(=O)CCC(=O)Nc2ccc(C)cc2C)cc1	0.2	-13
56	C/C(=N\O)C1(C)N(O)C(C)(C)C(c2ccc(Br)cc2)=[N+]1[O-] (centres undefined)	0.0	11
57	Nc1nc2c(nc(NCc3ccccc3)n2C2OC(CO)C(O)C2O)c(=O)[nH]1 (centres undefined)	0.1	-1
58	COc1cccc(C(=O)N2CCN(c3ccc([N+](=O)[O-])c(NCc4ccco4)c3)CC2)c1	0.1	-1
59	COCCN1C(=O)c2ccccc2C(C(=O)Nc2ccc3c(c2)OCCO3)C1c1ccc(F)cc1 (centres undefined)	0.0	18
60	N#Cc1c(-c2ccccc2)cc(-c2cccs2)nc1SCC(O)COc1ccc(Cl)cc1 (centres undefined)	0.8	15

No.	TEAD-YAP inh	GPR151 activ
51	2	0.5
52	3	-0.1
53	-3	3.4
54	2	-1.1
55	14	0.0
56	-7	-0.5
57	13	0.9
58	-8	1.6
59	2	0.3
60	-18	2.9

Carrying on:
No.	canonical_smiles	FBW7 activator	MITF primary
61	O=C(Nc1nc(-c2ccccc2)c(-c2ccccc2)s1)c1ccc(S(=O)(=O)N2CCOCC2)cc1	0.1	-11
62	COc1cccc(CN(C)C(=O)Nc2ccc(-c3cn[nH]c3)cc2)c1	0.0	1
63	O=C1CCC(=O)N1c1ccc([N+](=O)[O-])cc1	-0.1	4
64	COc1ccc(CNc2nc3ccccc3[nH]2)c(OC)c1	0.4	12
65	COC(=O)c1cnn(-c2ccc(Cl)cc2)c1N	0.0	15
66	CC(=O)c1[nH]c(C)c(C(=O)NC2CCCCCCC2)c1C	0.0	8
67	O=C1C(Cl)=C(N2CCOCC2)C(=O)N1c1ccc(Cl)cc1	0.4	10
68	CC(C)C(c1nnnn1C1CCCC1)N1CCN(C(=O)c2ccco2)CC1 (centres undefined)	0.0	9
69	COCc1cc(C)nc2sc(C(O)c3ccccc3)c(NC(=O)c3ccccc3)c12 (centres undefined)	0.0	-1
70	N#CCON1C(=O)c2ccccc2C1=O	0.3	7

No.	TEAD-YAP inh	GPR151 activ
61	-3	2.0
62	3	-0.1
63	11	-0.3
64	-12	-2.0
65	-28	-0.6
66	-7	-0.1
67	21	4.4
68	-12	2.0
69	-10	2.9
70	5	-1.1

A draw from above in order of length of the SMILES, falling:
No.	canonical_smiles	FBW7 activator	MITF primary
4	COc1ccc(CCNC(=O)c2cncc(-c3cccc(N)c3)c2)cc1	0.0	0
30	Cc1cccc(Nc2c([N+](=O)[O-])ccc3nonc23)c1	-0.1	-8
25	COc1ccc(/C=C2\N=C(C)OC2=O)cc1OC(C)=O	0.5	12

No.	TEAD-YAP inh	GPR151 activ
4	4	0.3
30	3	-1.2
25	-17	1.8

(further entries)
No.	canonical_smiles	FBW7 activator	MITF primary
71	O=C(NCc1cccnc1)C(=O)NCC1OCCCN1S(=O)(=O)c1cccs1 (centres undefined)	-0.1	1
72	Cc1cccc(Nc2ccc(NCCNC(=O)c3ccccc3C)nn2)n1	-0.1	-7
73	CCCCC(=O)N1c2ccccc2NC2=C(C(=O)CC(C)(C)C2)C1c1cccc([N+](=O)[O-])c1 (centres undefined)	0.0	-1
74	Cn1c(=O)n(C)c2cc(S(=O)(=O)Nc3cccc(C(=O)O)c3)ccc21	0.0	1
75	COC(=O)c1ccc(N=Cc2nc(-c3ccccc3Br)oc2O)cc1	0.0	-5
76	N#Cc1c2c(c[nH]c1=O)CCCC2	0.2	-5
77	CS(=O)(=O)N(CC(N)=O)c1cccc([N+](=O)[O-])c1	-0.1	-9
78	COc1ccc(-c2ncc(C)c(NCc3nc4ccccc4[nH]3)n2)cn1	0.0	-2
79	O=C(CCC1(Cc2ccc3c(c2)OCO3)CCC(=O)N1)NCc1cc(-c2ccccc2)n[nH]1 (centres undefined)	-0.1	1
80	Cc1ccc(Nc2nc(C(=O)N3CCC(C(=O)N4CCN(C)CC4)CC3)cs2)cc1	0.1	9

No.	TEAD-YAP inh	GPR151 activ
71	-2	0.8
72	-1	-0.1
73	8	1.8
74	-6	0.2
75	-6	0.6
76	-2	-0.8
77	-1	-0.5
78	-11	2.2
79	12	-0.6
80	-14	-0.4

(next part)
No.	canonical_smiles	FBW7 activator	MITF primary
81	CN(C)CCOc1cc(-c2cn[nH]c2)ccc1NC(=O)C1COc2ccc(Cl)cc2C1 (centres undefined)	-0.2	-9
82	Cc1ccc(NC(=O)/C=C/c2ccccc2Cl)c(C)c1	0.1	6
83	Cc1ccccc1Cn1c(SCC(=O)Nc2nn(-c3ccccc3)nc2C(N)=O)nc2c1c(=O)n(C)c(=O)n2C	-0.1	1
84	Cc1cc(C(=O)Nc2cccc(C(F)(F)F)c2)n[nH]1	0.0	-9

No.	TEAD-YAP inh	GPR151 activ
81	5	0.6
82	-17	0.0
83	-9	-0.7
84	-17	-0.2

This is a random part of the collection; about 3.4% have a hit in one of these screens.
